Screening data deposited in PubChem by Broad Institute.
RAD52 anneal inh – blocks human RAD52 DNA annealing | P43351 | recombinant RAD52 DNA annealing, FRET fluorescence | inhibition, % at 18.7 µM | 360,000 tested, 0.46% active;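 active = every replicate showing at least 50% inhibition; inconclusive = mean inhibition at least 50% but not in every replicate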
miR122 inh – inhibitors of miR-122 in Huh7 cells | Huh7 miR-122 Renilla luciferase sensor, 48 h; neutral wells = 0, positive control = 100 | activation (reporter increase), % at 12.5 µM | 340,000 tested, 0.3% active | AID 602342;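 active = mean replicate activation score at least 90 and every replicate individually at or above 90; inconclusive = only one of the two criteria met; inactive = neither criterion met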;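 also: higher luciferase means less miR-122 activity so hits act as miR-122 inhibitors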
PGC1a acetyl inh – modulators of PGC1a acetylation; U2OS PGC1a acetylation, AlphaScreen anti-acetyl-lysine; with virally co-expressed GCN5 acetyltransferase; inhibition, % at 15.6 µM; 350,000 tested, 0.17% active; AID 651687;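 active = every replicate shows inhibition of at least 40%; inconclusive = mean inhibition at least 40% but some replicate below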;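 also: 0% = neutral control wells and 100% = positive control wells; some results beyond the cut were filed as inactive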
E-sel inducer – E-selectin induction on HUVECs | P16581 | activation, % at 7.58 µM | 260,000 tested, 0.37% active | AID 686992 | HUVEC E-selectin immunofluorescence imaging; normalized: neutral wells 0, TNF-alpha wells 100;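 active = mean E-selectin-positive cell signal at least 10% of the positive control, reached in at least 60% of replicates, without over 20% cell loss; inconclusive = no rule given, readout overlaps actives, possibly toxicity-flagged; inactive = the rest, including those meeting only one limit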;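 also: in these data hits start at about 27%; measured in HUVEC primary endothelial cells; signal is the percent of cells scored E-selectin positive by PE staining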
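Material: HUVEC primary endothelial cells; Amount: 3,000 cells per well; Dosing: single concentration; Medium: EGM-2 growth medium on 0.1% gelatin-coated wells; Read-out basis: percent E-selectin-positive cells; Signal: immunofluorescence imaging; Control set: TNF-alpha, DMSO.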
RAD54 branch – blocks human RAD54 Holliday junction branch migration | FAM/BHQ fluorescence | inhibition, % at 10.4 µM | 360,000 tested, 0.14% active;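 active = mean normalized replicate activity at least 40 and at least half of replicates scoring 40 or more; inconclusive = only one of the two criteria met; inactive = mean below 40 and under half of replicates reaching 40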;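 also: 0% = median of neutral control wells and 100% = median of positive control wells; inhibitors cause a drop in the FAM fluorescence signal; in these data hits start at about 50%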
Target sequence (Q92698 whole entry, looked up): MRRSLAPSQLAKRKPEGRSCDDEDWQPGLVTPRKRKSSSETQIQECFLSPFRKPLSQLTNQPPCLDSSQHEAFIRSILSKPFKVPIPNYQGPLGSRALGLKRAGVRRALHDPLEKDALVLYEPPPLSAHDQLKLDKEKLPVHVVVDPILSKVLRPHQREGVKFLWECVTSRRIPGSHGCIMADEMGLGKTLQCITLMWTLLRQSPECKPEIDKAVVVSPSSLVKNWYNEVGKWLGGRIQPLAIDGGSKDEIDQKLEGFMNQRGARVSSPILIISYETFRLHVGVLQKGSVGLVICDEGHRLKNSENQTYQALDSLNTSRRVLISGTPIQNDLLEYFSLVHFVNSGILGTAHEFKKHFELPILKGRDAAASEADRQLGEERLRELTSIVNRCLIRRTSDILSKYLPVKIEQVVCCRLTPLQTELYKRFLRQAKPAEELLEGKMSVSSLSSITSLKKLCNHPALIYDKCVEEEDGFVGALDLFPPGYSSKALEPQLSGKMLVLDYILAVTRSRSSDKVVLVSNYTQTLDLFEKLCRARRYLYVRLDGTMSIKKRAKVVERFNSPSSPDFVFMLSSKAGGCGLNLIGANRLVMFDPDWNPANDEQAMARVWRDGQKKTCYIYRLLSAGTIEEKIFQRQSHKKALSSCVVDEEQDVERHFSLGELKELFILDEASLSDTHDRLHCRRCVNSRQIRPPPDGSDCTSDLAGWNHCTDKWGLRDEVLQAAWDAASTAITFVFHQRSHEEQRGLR
Cneo AK release – causes C. neoformans cell lysis; 360,000 tested, 0.2% active; AID 651654; lysis activity, % at 15 µM; adenylate kinase release luminescence, 4 h; normalised: neutral wells 0, clomiphene wells 100;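 active = mean lysis activity across replicates of at least 80%, whatever share of replicates individually reach that level; inactive = mean lysis activity below 80%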
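Schedule: static 4 h at 37 °C with compound, 1 h detection; system: C. neoformans cells; benchmarks: Clomiphene as positive control; buffer or medium: fresh YPD medium; measure: luminescence rise reflecting yeast cell lysis; measured by: luminescent adenylate kinase detection reagent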
PglD DTNB – inhibitors of Campylobacter jejuni PglD acetyltransferase. purified PglD enzyme, DTNB colorimetric CoA detection. inhibition, % at 12.5 µM. 360,000 tested, 0.098% active; in the data active = inhibition above about 16%, passing the limit was not always enough; inconclusive = no clear call, values can overlap the other calls; also: strong numbers were not always called active
ERAP1 HTS inh – inhibitors of human ERAP1 aminopeptidase. Q9NZ08. recombinant ERAP1, Leu-AMC fluorescence, 60 min. inhibition, % at 10.7 µM. 340,000 tested, 0.15% active. AID 652197;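 active = mean replicate inhibition of at least 30%, or all replicates individually reaching that 30% level; inactive = mean below 30% and not every replicate reaching it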;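 also: 0% = neutral control wells and 100% = L-leucinethiol positive control wells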
An asterisk follows results filed as active; u = inconclusive; x = not tested or not shown; & = joins results of further samples; [ ] = dose if it differs, or a comment.

SMILES	RAD52 anneal inh	miR122 inh	PGC1a acetyl inh	E-sel inducer	RAD54 branch	Cneo AK release	PglD DTNB	ERAP1 HTS inh
O=C(COC(=O)c1ccccc1Cc1ccccc1)Nc1ccc(SC(F)F)cc1	-3	-3	-4	x	-2	4	4	-3
O=C(NC1CCCC1)C1CCN(C(=O)c2ccc(Cl)cc2Cl)CC1	-10	-2	x	x	-5	0	1	-2
C[C@H]1CCCCO[C@H](CN(C)C(=O)Nc2ccc(F)cc2)[C@@H](C)CN([C@@H](C)CO)C(=O)c2cc(NS(=O)(=O)c3cccs3)ccc2O1	5	12[16.7 µM]	-9	0.2	1	7	6	-3
C[C@@H]1CN([C@H](C)CO)C(=O)c2cc(C#Cc3ccccc3F)cnc2O[C@H]1CN(C)S(C)(=O)=O	-2	-1[16.7 µM]	7	-0.1	-1	5	2	0
Cc1ccc(S(=O)(=O)N[C@@H]2CC[C@H](CCNC(=O)C3CC3)O[C@H]2CO)cc1	5	x	-7	-0.5	9	52	1	-4
O=C(C[C@@H]1C[C@H]2c3cc(NC(=O)C4CCOCC4)ccc3O[C@H]2[C@H](CO)O1)NC1CCCCC1	-16	-1[16.7 µM]	-10	0.2	2	-6	3	0
CC(=O)N(C)C[C@H]1Oc2ncc(-c3ccccc3F)cc2C(=O)N([C@@H](C)CO)C[C@@H]1C	-3	-2[16.7 µM]	-4	0.1	7	-5	-1	1
COC(=O)COc1ccc2oc(=O)cc(C)c2c1	x	-4	-4	x	1	0	5	x
C[C@@H]1CN([C@@H](C)CO)C(=O)c2cc(NC(=O)CCN3CCOCC3)ccc2O[C@H]1CN(C)S(=O)(=O)c1cn(C)cn1	-3	-7[16.7 µM]	3	-0.1	-5	46	1	5
CCOc1ccc(-n2cc(C(=O)NC(C)C)c3cc(OC)c(OC)cc3c2=O)cc1	x	-4	3	x	0	-1	-1	x
O=C(/C=C/c1ccccc1[N+](=O)[O-])c1ccccc1Br	-14	20	-39	x	10	4	4	2
O=C1N(CN2C(=O)C3(OCCO3)c3ccccc32)c2ccccc2C12OCCO2	x	5	5	x	-9	8	-4	x
O=[N+]([O-])c1ccc(CN2CCN(c3ccc(F)cc3)CC2)o1	-6	-9	x	x	-5	-1	-11	0
O=C(COC(=O)C1CCC1)Nc1ncc(Cl)cc1Cl	-4	x	8	-6.5	3	3	5	2
Cc1c(C(=O)N2CCCCC2)sc(NC(=O)C2CC2)c1C#N	-4	x	-9	x	-6	4	0	4
Cn1c(SCC(=O)N2CCOCC2)nnc1-c1cnccn1	x	-8	1	x	-14	-1	0	x
COc1cc(NC(=S)NC(=O)CCc2ccccc2)cc(OC)c1	-5	x	x	0.0	10	45	1	1
CN1C(=O)Cc2cc(S(=O)(=O)N3CCOCC3)ccc21	x	5	-3	x	-3	0	-4	x
Cc1cc(C(=O)N2CCCC(Nc3ccc(F)cc3)C2)n(C)n1 (configuration not stated)	-16	x	x	x	-5	1	-7	2
O=c1nc(-c2ccccc2)n(-c2ccccc2)c2ncccc12	-1	-6	8	x	7	-1	0	-1
CCCCN(CC)CCNC(=O)c1cc2c(-c3ccccc3F)nn(C)c2s1	14	5	-14	x	32	7	5	1
Cc1cnc(NC(=O)NCC2CCCC(CNC(=O)Nc3ncc(C)s3)C2)s1 (configuration not stated)	6	-1	x	x	-4	0	-4	-2
C[C@H](CO)N1C[C@H](C)[C@@H](CN(C)C(=O)Nc2ccccc2)OCc2ccccc2-c2c(n(C)c3ccccc23)C1=O	20	x	-12	-0.1	-3	-1	5	-3
CC(C)c1ccc(C2NC(=O)c3ccccc3O2)cc1 (configuration not stated)	-14	-5	4	5.4	2	-4	1	-3
CCOC(=O)C1CCN(C(=O)CCc2nc3ccccc3[nH]2)CC1	x	-3	6	x	-6	4	-1	x
Continued:
SMILES	RAD52 anneal inh	miR122 inh	PGC1a acetyl inh	E-sel inducer	RAD54 branch	Cneo AK release	PglD DTNB	ERAP1 HTS inh
CCCc1nc2c(sc3nc4c(cc32)COC(C)(C)C4)c(=O)n1Cc1ccco1	-20	-3	-16	x	1	3	-2	-3
CC1CCN(CCC(=O)Nc2ccccc2)CC1	-34	-1	4	x	1	0	-3	1
CC(=O)c1ccc(OCc2cc(C(=O)N3CCC(c4ccncc4)CC3)no2)cc1	-14	x	x	x	6	-1	0	0
C[C@H](CO)N1C[C@H](C)[C@@H](CN(C)C(=O)NC2CCCCC2)Oc2c(NS(=O)(=O)c3cccs3)cccc2C1=O	2&-17	20[16.7 µM]	-8	-2.7&-0.2	-25&-8	43&-3	-5&3	-4&0
Cc1ccc(C)c(N2CCN(S(=O)(=O)c3ccc(-c4ccc(=O)[nH]n4)o3)CC2)c1	-11	-1	-1	x	0	-3	2	3
O=C1NC(=O)/C(=C\c2ccsc2)N1	1	4	1	x	0	-7	-2	-7
CC(C)(C)[C@@H]1C=C(C(=O)NCc2nc3ccccc3[nH]2)O[C@H](OCc2ccc(CO)cc2)C1	0	x	3	x	x	-6	x	-1
O=S(=O)(c1ccccc1)N1CCC(O)(CSc2ccc(F)cc2)CC1	-13	-4	4	x	-6	9	-5	0
CN1CCN(C(=O)c2ccc(CNS(=O)(=O)c3cccc(Cl)c3)cc2)CC1	-5	x	x	-0.2	0	5	-1	0
CN1C(=O)c2cc(NC(=O)Cc3cccs3)ccc2OC[C@H]2O[C@@H](CC(=O)NCC3CC3)CC[C@@H]21	5	9[16.7 µM]	-5	-0.1	-2	-2	-1	0
COc1ccc2c(C=Nc3c(C)n(C)n(-c4ccccc4)c3=O)c(O)n(Cc3ccco3)c(=O)c2c1	x	-3	9	x	2&-10	1&0	3&-2	x
Cc1ccc(S(=O)(=O)N(Cc2cccnc2)Cc2cc3ccccc3[nH]c2=O)cc1	-5	2	-9	-0.2	-2	-3	2	-3
O=C(CNC(=O)c1ccc(OC(F)F)cc1)NCC1CCCO1 (configuration not stated)	-11	x	x	0.5	0	1	-5	2
CC(C)CC(=O)NC(=S)Nc1cc(C(=O)O)ccc1Cl	x	-1	4	x	3	1	9	x
Cc1ccc(N(CC(O)CN2C(=O)NC(C)(C)C2=O)S(=O)(=O)c2ccc([N+](=O)[O-])cc2)cc1 (configuration not stated)	-6	2	3	x	-1	-1	-2	-2
O=C(/C=C/c1ccc([N+](=O)[O-])cc1)Nc1cccnc1	x	-20	2	x	1	-9	-6	x
CCS(=O)(=O)N1[C@H](CO)[C@H](c2ccc(C#CCC3CCCC3)cc2)[C@@H]1C#N	-44	x	-5	0.6	-2	-3	-1	-5
CCc1nc2ccc(C(=O)NCCc3ccccn3)cn2c1N(CC)CCOC	-15	-2	12	-0.4	-9	-1	0	-3
O=C(C1CCCC1)N1CCCCN2[C@H](CO)[C@H](c3ccc(-c4ccncc4)cc3)[C@H]2C1	6	-26[16.7 µM]	-4	x	3	-1	-33	-4
CC(C)C(C(=O)Nc1ncn[nH]1)N1C(=O)c2ccccc2C1=O (configuration not stated)	x	-4	-4	x	0	0	4	x
NS(=O)(=O)c1ccc(NC(=O)/C=C/c2ccco2)cc1	-34	x	21	3.1	x	x	x	0
CC(=O)N1N=C(c2ccccc2)CC1c1ccc(F)cc1 (configuration not stated)	-24	1	-9	2.8	-8	5	2	2
CC(=O)N1CCc2cc(Br)cc(S(=O)(=O)NCc3ccccn3)c21	x	24	-9	x	-1	4	0	x
CCOC(=O)C1(C)Oc2ccccc2C(c2ccc(OC)cc2)=C1C(=O)OC (configuration not stated)	-15	x	x	-5.0	0	1	0	x
Cc1cc(Nc2ccc3c(c2)OCCO3)n2nc(C)nc2n1	-4	-1	-11	0.0	-3	1	-2	x
Next part.
SMILES	RAD52 anneal inh	miR122 inh	PGC1a acetyl inh	E-sel inducer	RAD54 branch	Cneo AK release	PglD DTNB	ERAP1 HTS inh
O=C(Nc1ccccc1N1CCOCC1)C1CCN(S(=O)(=O)c2ccc(F)cc2)CC1	x	-5	-15	x	6	0	1	x
CCOc1ccccc1NC(=O)CN(c1ccc(C)cc1)S(=O)(=O)c1c(C)n[nH]c1C	x	-5	-8	x	-4	1	-5	x
CC(C)c1ccc(-c2cc(C(=O)NN3CCN(C)CC3)c3ccccc3n2)cc1	x	-1	x	x	-1	-7	0	x
CCCCNC(=O)CCc1nc2cccnc2n1Cc1ccccc1	-12	11	11	0.2	-5	0	-7	-2
Cc1nc(N(CCO)C2CCCCC2)c2nnn(Cc3ccccc3)c2n1	-6	11	u	x	-6	8	5	3
CC(C)C(=O)Nc1ccc2c(c1)C(=O)N(C)[C@@H]1CC[C@@H](CC(=O)NCc3ccccc3F)O[C@H]1CO2	x	33[16.7 µM]	4	0.1	3	-3	2	x
CC(=O)N1[C@@H]2c3ccc(-c4ccncc4)c(=O)n3C[C@@H]2[C@@H](CO)[C@@H]1C(=O)NCc1ccccc1Cl	9	6[16.7 µM]	x	-0.3	-1	2	-2	-2
O=C(c1ccc2c(c1)OCO2)N1CC(=O)N2[C@H](CO)[C@H](c3ccc(-c4ccccc4)cc3)[C@@H]2C1	-10	x	-1	0.8	x	x	x	0
CCCC#Cc1ccc([C@@H]2[C@@H](CO)N(S(C)(=O)=O)[C@H]2C#N)cc1	-13	x	-1	-0.4	-8	-3	-2	-1
Cc1nc(C(F)(F)F)ccc1C(=O)Nc1ccccc1N1CCOCC1	-14	x	6	-0.4	-12	-4	-6	-1
CN(C(=O)c1cccc(NC(=O)C2CCCN(C(=O)OC(C)(C)C)C2)c1)C1CCC1 (configuration not stated)	2	-2	-11	0.8	0	-1	-1	x
COc1ccc(Cc2c(-c3ccccc3)nc3cc(C)c(Br)c(C)n23)c(C)c1	-16	-1	-5	0.2	9	-2	3	7
COCCn1c(=O)c2c(nc3n2CCCN3CCc2ccc(OC)c(OC)c2)n(C)c1=O	-1	-5	-10	0.0	-8	-2	-6	-7
C[C@H](CO)N1C[C@H](C)[C@H](CN(C)Cc2ccc(Cl)c(Cl)c2)Oc2ccc(NC(=O)Nc3ccc(C(F)(F)F)cc3)cc2CC1=O	-5	8[16.7 µM]	-11	2.2	7	-3	3	1
C[C@@H]1CN([C@H](C)CO)C(=O)Cc2cc(N(C)C)ccc2O[C@@H]1CN(C)Cc1ccc(C(F)(F)F)cc1	-3	-9[16.7 µM]	-11	7.1	2	0	2	-5
CCc1nnc(NC(=O)CSc2nnc(-c3c[nH]c4ccccc34)n2CCOC)s1	x	x	8	x	9	0	3	x
C[C@@H]1CCCCO[C@H](CN(C)S(=O)(=O)c2ccc(Cl)cc2)[C@@H](C)CN([C@@H](C)CO)C(=O)c2cc(NC(=O)CCCN(C)C)ccc2O1	36	-1[16.7 µM]	0	0.0	-4	0	-1	-3
CC(C)(CO)NCC#Cc1ccccc1	-2	6	-3	3.1	-10	0	2	-6
COc1ccc(NC(=O)N2[C@@H]3CNC[C@H]2C3c2ccc(-c3cccc(C(=O)N(C)C)c3)cc2)cc1 (some centres not stated)	-2&-4	x	-5&-1	0.1&0.0	x	x	x	1&-2
Cc1noc(C)c1NC(=O)Nc1ccc2c(c1)C(=O)N([C@H](C)CO)C[C@@H](C)[C@H](CN(C)S(=O)(=O)c1c(C)noc1C)OCCCC[C@H](C)O2	-2	8[16.7 µM]	9	0.4	3	55	-5	0
